# Assay outcomes as filed in PubChem.
# LRH-1 inv ag: inverse agonists of human LRH-1 (NR5A2); O00482; HEK293T StAR-luciferase reporter, LRH-1 transfected, 24 h; inhibition, % at 3.6 µM; 0.13% of 360,000 active; AID 602396;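 active means inhibition above the mean inhibition of all tested compounds plus 3 SD, cut at about 73% in these data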;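 further: 0% = DMSO wells and 100% = reporter-only cells lacking LRH-1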
# TRAIL sens C8: sensitizes caspase-8 expressing cells to TRAIL; NB7+C8 cells + TRAIL, ATPlite viability luminescence; inhibition (viability loss, TRAIL sensitization), % at 10 µM; 1% of 360,000 active; AID 624354;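 active means compounds causing at least 50% loss of cell viability in the single-dose screen, relative to plate controls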
# EBV LMP1 NFkB: reduces LMP1-driven NF-kappaB luciferase signal; LMP1-induced NF-kappaB luciferase reporter cells, luminescence; inhibition, % at 12.5 µM; 0.69% of 350,000 active; in the data active means inhibition above about 41%;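 further: 0% = neutral control wells and 100% = reference inhibitor control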
# TROY NFkB inh: inhibitors of TROY-dependent NF-kB signaling | 0.98% of 360,000 active | inhibition, % at 10 µM | Q293 LMP1-TROYcd NF-kB luciferase reporter, 4 h | AID 1347056;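 active means compounds whose plate-normalised and pattern-corrected inhibition of the luciferase reporter signal at the single screening dose is 50% or more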
# SRC1 inh: inhibitors of human steroid receptor coactivator 1 (SRC1); Q15788; HEK293 GAL4-SRC1 luciferase reporter, luminescence; inhibition, % at 3.6 µM; 0.12% of 360,000 active;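 active means inhibition above the campaign mean plus 3 SD, with each screening campaign given its own cutoff, cut at about 60% in these data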;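 further: 0% = DMSO treated cells and 100% = gossypol at 36 µM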
# Target sequence (Q15788 whole entry, looked up, the tested form may be a part): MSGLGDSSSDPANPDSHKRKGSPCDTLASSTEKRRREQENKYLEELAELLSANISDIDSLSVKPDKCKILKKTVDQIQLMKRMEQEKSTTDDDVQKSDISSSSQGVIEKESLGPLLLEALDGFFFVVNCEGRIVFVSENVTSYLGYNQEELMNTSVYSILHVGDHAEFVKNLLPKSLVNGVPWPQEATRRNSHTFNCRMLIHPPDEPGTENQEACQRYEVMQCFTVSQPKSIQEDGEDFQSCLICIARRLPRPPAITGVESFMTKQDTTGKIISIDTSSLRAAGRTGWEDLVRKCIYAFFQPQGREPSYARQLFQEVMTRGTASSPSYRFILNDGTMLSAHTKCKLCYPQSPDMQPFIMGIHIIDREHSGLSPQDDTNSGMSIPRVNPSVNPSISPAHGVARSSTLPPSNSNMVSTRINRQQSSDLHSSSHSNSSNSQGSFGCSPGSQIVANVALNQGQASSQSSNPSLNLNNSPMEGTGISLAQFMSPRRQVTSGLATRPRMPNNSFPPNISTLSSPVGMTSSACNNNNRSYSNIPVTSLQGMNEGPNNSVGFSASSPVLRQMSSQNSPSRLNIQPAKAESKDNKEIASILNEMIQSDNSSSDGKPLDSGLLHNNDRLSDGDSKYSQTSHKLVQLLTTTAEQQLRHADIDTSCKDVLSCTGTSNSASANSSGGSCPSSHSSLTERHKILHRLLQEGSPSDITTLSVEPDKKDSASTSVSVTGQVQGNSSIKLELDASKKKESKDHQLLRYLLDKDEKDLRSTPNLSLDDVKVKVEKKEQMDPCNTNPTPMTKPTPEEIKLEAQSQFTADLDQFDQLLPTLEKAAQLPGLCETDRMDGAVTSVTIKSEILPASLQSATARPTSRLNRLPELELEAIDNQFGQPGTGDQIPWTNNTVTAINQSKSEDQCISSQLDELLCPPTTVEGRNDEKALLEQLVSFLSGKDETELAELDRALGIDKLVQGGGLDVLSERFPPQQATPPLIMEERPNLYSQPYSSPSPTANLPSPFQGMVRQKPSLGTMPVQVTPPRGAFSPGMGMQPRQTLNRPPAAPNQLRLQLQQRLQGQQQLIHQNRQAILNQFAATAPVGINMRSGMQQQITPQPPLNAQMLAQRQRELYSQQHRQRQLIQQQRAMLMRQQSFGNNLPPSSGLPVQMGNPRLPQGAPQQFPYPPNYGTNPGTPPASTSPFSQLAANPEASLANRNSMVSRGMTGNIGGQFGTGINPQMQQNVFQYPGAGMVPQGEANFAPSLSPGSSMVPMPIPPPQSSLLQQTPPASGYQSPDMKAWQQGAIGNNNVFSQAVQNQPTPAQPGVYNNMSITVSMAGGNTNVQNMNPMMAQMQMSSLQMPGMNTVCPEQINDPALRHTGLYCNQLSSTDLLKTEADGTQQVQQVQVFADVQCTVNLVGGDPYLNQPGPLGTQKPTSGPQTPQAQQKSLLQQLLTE
# NOD2 RIPK2 PPI: NOD2-RIPK2 protein interaction inhibition. inhibition, % at 4.98 µM. CHO BLA complementation NOD2-RIPK2, CCF4 ratio. 0.38% of 360,000 active; in the data active means inhibition above about 21%;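 further: 0% = vehicle only and 100% = reference blocker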
# SRC2 inh: human SRC2 (NCOA2) inhibition; Q15596; HEK293 GAL4-SRC2 luciferase reporter, luminescence; inhibition, % at 9 µM; 0.17% of 370,000 active;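 active means inhibition above the mean inhibition of all tested compounds plus 3 SD, set per campaign, cut at about 52% in these data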;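 further: 0% = DMSO treated cells and 100% = cells given Gossypol at 36 µM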
# SRC3 inh: inhibits human SRC3 coactivator; Q9Y6Q9; HEK293 GAL4-SRC3 luciferase reporter, luminescence; inhibition, % at 3.6 µM; 0.17% of 360,000 active; AID 588352;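 active means inhibition above a per-campaign cutoff, the mean of all compounds plus 3 SD, cut at about 60% in these data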;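 further: 0% = DMSO-treated cells and 100% = gossypol-treated cells at 36 µM; higher means less SRC3-driven luciferase light from the GAL4 reporter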
# TLR9-MyD88 block: TLR9-MyD88 interaction inhibition; inhibition, % at 4.98 µM; CHO BLA complementation TLR9-MyD88, CCF4 FRET ratio; 0.21% of 340,000 active; AID 504734;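 active means inhibition above the mean over all tested compounds plus 3 SD, cut at about 21% in these data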;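 further: 0% = DMSO only wells and 100% = clavulanate BLA inhibitor control wells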
# COUP-TFII inh: inhibitors of human COUP-TFII (NR2F2); P24468; inhibition, % at 8.6 µM; 0.7% of 370,000 active; HEK293T NGFI-A luciferase reporter, luminescence; AID 686940;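 active means inhibition above a per-plate cutoff, mean inhibition of test wells between control levels plus 3 SD, cut at about 38% in these data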;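 further: cells cotransfected with COUP-TFII expression vector driving the NGFI-A reporter; 0% = median of COUP-TF2 test wells and 100% = reporter-only cells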
# TWEAK Fn14 block: inhibitors of TWEAK-Fn14 interaction signaling. TWEAK-stimulated Fn14 reporter cells, luciferase luminescence, 8 h. inhibition, % at 10 µM. 2% of 360,000 active; in the data active means inhibition above about 50%
# An asterisk follows results filed as active; / = no result given.
1	COc1ccc(-n2c(SCC(=O)Nc3ccc(Cl)cc3)nc(O)c(Cc3ccccc3)c2=O)cc1
2	O=S(=O)(Nc1ncccc1O)c1ccc(Cl)cc1
3	Cc1ccc(OCCn2cnc(Cl)c2Cl)cc1
4	COC(=O)[C@]12CCCCC=C1N(CCc1ccc(OC)c(OC)c1)C(=O)[C@H](CC(=O)N1CCCCC1)C2
5	C[C@@H]1CN([C@H](C)CO)C(=O)CCCn2nncc2CO[C@H]1CN(C)S(=O)(=O)c1ccc(C#N)cc1
6	O=C(OCc1ccc(F)cc1)c1cccnc1Cl
7	CCn1nc(C)c(Br)c1-c1nc(-c2cccc(C)c2)no1
8	C#CCn1c(=NC(=O)c2ccc(Br)s2)sc2cc(NC(C)=O)ccc21
9	Cc1cc(OCC(=O)N2CCN(c3ccccc3)CC2)c2c(C)cc(=O)oc2c1
10	O=C(N/N=C/c1cc(O)ccc1[N+](=O)[O-])c1ccc2c(c1)OCCO2

compound no.	1	2	3	4	5	6	7	8	9	10
LRH-1 inv ag	9	12	-7	-11	-4	-10	10	3	-10	-110
TRAIL sens C8	-12	14	-8	-3	-17	-9	-1	3	19	89*
EBV LMP1 NFkB	-11	-3	-9	/	4	-2	/	8	2	22
TROY NFkB inh	-3	-1	-34	/	6	-25	-28	5	4	-45
SRC1 inh	13	5	-5	/	16	-25	-7	16	-6	-75
NOD2 RIPK2 PPI	-7	7	-4	-15	-8	0	-4	-5	-5	7
SRC2 inh	-30	21	-17	-4	4	-8	6	-17	-19	-20
SRC3 inh	9	6	-8	/	-25	-4	11	16	-10	-58
TLR9-MyD88 block	-2	2	10	/	5	-8	/	0	2	0
COUP-TFII inh	-2	2	8	11	-6	-5	8	1	-11	-35
TWEAK Fn14 block	24	-10	9	/	-12	16	-5	-23	-5	-6

11	O=C(C[C@@H]1C/C=C\C[C@H](Cc2ccc(F)cc2)C(=O)OC[C@@H](Cc2c[nH]c3ccccc23)NC1=O)NCCO
12	O=c1c(-c2ccccc2)nc2ccccc2n1C(c1ccccn1)c1nc2ccccc2[nH]1 (centres undefined)
13	COc1ccc(-c2c(C#N)c(C)nc3c2C(=O)c2ccccc2-3)cc1
14	Cn1c(SCC(=O)N2CCCCCC2)nc2c(c1=O)SCC2
15	CCOC(=O)CNC(=O)N1CCC(CCC(=O)N(C)Cc2ccccc2)CC1
16	Cn1c(Cn2c(=O)sc3ccccc32)nnc1SCC(N)=O
17	NC(=O)C(c1ccc(Cl)cc1)c1ncc(C(F)(F)F)cc1Cl (centres undefined)
18	CC(C)[C@H](NC(=O)c1ccccc1F)C(=O)NCCc1ccccc1
19	COc1cccc(NC(=S)/C(=C(\[O-])c2ccc(OC(F)F)cc2)[n+]2ccccc2)c1
20	COc1ccc(CN(C)CCCn2cnc3c(SC)ncnc32)cc1OC

compound no.	11	12	13	14	15	16	17	18	19	20
LRH-1 inv ag	-2	-17	2	7	8	4	8	-2	-35	-12
TRAIL sens C8	-3	-11	6	10	8	-5	-7	14	10	-3
EBV LMP1 NFkB	-4	/	5	10	-9	9	6	10	-3	-1
TROY NFkB inh	7	/	-23	17	-21	-13	5	-8	-48	2
SRC1 inh	-49	/	-5	-12	-13	-4	-18	1	-28	-22
NOD2 RIPK2 PPI	-13	-2	0	-7	-4	-10	-4	-8	-14	-5
SRC2 inh	-1	-28	-6	-10	-10	-13	0	-7	-34	-44
SRC3 inh	3	/	7	15	-4	-8	1	5	-7	-8
TLR9-MyD88 block	3	/	-4	5	10	-13	-3	-5	0	0
COUP-TFII inh	2	-22	-4	-2	-8	-8	26	-1	9	-6
TWEAK Fn14 block	6	/	-22	0	2	6	4	11	32	14

21	C=CCc1c(C)nc2c(C(=O)O)cnn2c1C
22	Cc1c(C(=O)OCC(=O)NCCN2C(=O)CSC2=O)cccc1[N+](=O)[O-]
23	COc1cccc(NC(=O)Nc2cc(C(=O)O)ccc2N2CC3CC(C2)c2cccc(=O)n2C3)c1 (centres undefined)
24	CCn1c(=O)cc(OCC(=O)NCCCN2CC(C)CC(C)C2)c2ccccc21 (centres undefined)
25	CC(C)(C)NC(=O)C1CCCN(S(=O)(=O)c2cccc3cccnc23)C1 (centres undefined)
26	CCc1ccccc1NC(=O)C(CC)Sc1nc2cc3c(cc2c(=O)n1Cc1ccco1)OCO3 (centres undefined)
27	O=C1CC(N2CCc3ccccc32)C(=O)N1c1ccc(F)cc1 (centres undefined)
28	O=C(Cn1c(=O)cnc2ccccc21)NC1CCC(O)CC1 (centres undefined)
29	COc1ccc(C(=O)NCc2nnc(SCC(=O)NC3=NCCS3)n2C)cc1
30	Cc1sc(NC(=O)C2CC(Cl)=CCC2C(=O)O)c(C#N)c1C (centres undefined)

compound no.	21	22	23	24	25	26	27	28	29	30
LRH-1 inv ag	-4	-6	-5	1	-2	6	-9	-10	-1	6
TRAIL sens C8	-8	3	-19	16	-12	36	1	12	-18	-5
EBV LMP1 NFkB	6	-6	2	14	2	-3	-1	-5	-4	-2
TROY NFkB inh	-9	7	-5	-11	8	0	-41	14	2	-8
SRC1 inh	-16	1	0	-10	4	2	-67	-45	3	-5
NOD2 RIPK2 PPI	9	2	-5	-1	-11	-10	4	-8	-4	-4
SRC2 inh	/	5	-13	-60	-18	-8	-25	-25	24	-24
SRC3 inh	12	-4	1	-12	-23	-10	2	-22	-33	-7
TLR9-MyD88 block	3	-4	-1	1	-6	1	4	-4	-1	-1
COUP-TFII inh	/	-2	3	-45	-31	12	-19	2	-15	-2
TWEAK Fn14 block	7	-16	-9	-18	8	-30	-8	6	39	-5

31	CCCCOC(=O)c1ccc(NC(=O)/C=C/c2cccs2)cc1
32	O=C(NC(=S)Nc1ncc(Br)cc1Br)c1cncc(Br)c1
33	CCCCCCCC(=O)N/N=C(\C)c1cccnc1
34	CN(C)CCN1CCN(C2CN(Cc3cn(Cc4ccc(C(F)(F)F)cc4)nn3)S(=O)(=O)C2)CC1 (centres undefined)
35	COc1ccc(S(=O)(=O)N2CCN(Cc3cc(=O)n4ccccc4n3)CC2)cc1
36	COc1ccc(OC)c(S(=O)(=O)n2nnc3cc(Cl)ccc32)c1
37	CC1CC(NC(=O)CC#N)CC(C)(C)C1 (centres undefined)
38	CCN(CC)c1ccc(S(=O)(=O)N2CCCCC2)cc1NC(=O)CN1C(=O)NC2(CCCC2)C1=O
39	COCCNC(=S)Nc1ccc(Cl)c(Cl)c1
40	O=C(CC[C@H]1O[C@@H](n2cnc3c(NC(=O)c4ccccc4)ncnc32)[C@H](O)[C@@H]1O)N[C@@H](CO)c1ccccc1

compound no.	31	32	33	34	35	36	37	38	39	40
LRH-1 inv ag	-101	-7	-6	-30	0	6	-4	-2	-16	-14
TRAIL sens C8	13	1	-2	-12	15	-4	12	4	-4	-6
EBV LMP1 NFkB	-11	7	7	/	7	5	0	9	9	/
TROY NFkB inh	-6	13	2	-12	17	-6	-25	-2	-13	7
SRC1 inh	-32	5	9	/	1	-7	5	-6	-3	4
NOD2 RIPK2 PPI	-4	3	10	-6	-8	-6	-1	-7	-7	-2
SRC2 inh	-45	5	-7	-6	0	-25	-7	-14	-23	-20
SRC3 inh	-18	14	7	/	9	-12	25	8	9	-2
TLR9-MyD88 block	-9	-4	2	/	-1	2	9	-5	-4	/
COUP-TFII inh	-21	-7	0	-6	6	18	-2	-11	-4	4
TWEAK Fn14 block	25	-18	-1	12	-6	2	-15	-16	-3	6

41	CCOc1ccc2nc(SCC(=O)c3cccs3)sc2c1
42	CCN1CCN(c2nc(Nc3cc(OC)ccc3OC)nc(Nc3cc(OC)ccc3OC)n2)CC1
43	CCN1CCN(C(=S)c2ccc(OCC(=O)NCc3ccccc3)cc2)CC1
44	COc1ccccc1C(=O)NC(CCSC)C(=O)NC1CCCCCC1 (centres undefined)
45	Cc1ccc(C)c(-c2csc(NC(=O)C3=COCCO3)n2)c1
46	O=C(O)c1ccccc1NC(=O)C(Cc1ccccc1)N1C(=O)c2ccccc2C1=O (centres undefined)
47	COc1cccc(/C=C2\SC(=S)N(C(C)C(=O)NC3C=CS(=O)(=O)C3)C2=O)c1 (centres undefined)
48	O=C(COC(=O)Cn1cnc2ccccc21)NCc1ccc(F)cc1
49	CC(=O)N1CCN(c2ccc(NC(=O)/C=C/c3ccccc3)cc2)CC1
50	Cc1ccc(CNC(=O)CN(c2ccc(C(C)C)cc2)S(=O)(=O)c2c(C)noc2C)cc1
51	Cc1nc(-c2ccc(C(=O)O)cc2)cs1
52	CS(=O)(=O)CCC(C(=O)n1nnc2ccccc21)N1C(=O)c2ccccc2C1=O (centres undefined)

compound no.	41	42	43	44	45	46	47	48	49	50	51	52
LRH-1 inv ag	-97	31	-1	-8	-4	2	-23	24	-17	8	-7	12
TRAIL sens C8	-5	13	-9	-16	13	-1	-9	-3	-5	4	20	-4
EBV LMP1 NFkB	-55	-13	-8	-2	-1	3	-5	-12	6	0	4	-6
TROY NFkB inh	-65	5	-3	-9	-6	-9	-35	0	-47	-1	-47	2
SRC1 inh	-125	-5	-9	1	-8	-24	-4	7	-1	-11	-4	-44
NOD2 RIPK2 PPI	0	-2	5	-12	-1	-2	4	0	-13	2	-9	-3
SRC2 inh	-39	-27	-34	5	-16	-12	-7	-7	-22	-38	-46	3
SRC3 inh	-110	11	12	20	-10	-10	-14	8	-12	9	9	20
TLR9-MyD88 block	-9	5	1	-6	1	6	-7	-4	-6	-3	6	12
COUP-TFII inh	-70	-8	9	-7	2	-7	-2	-8	14	-16	0	-14
TWEAK Fn14 block	-11	-2	-1	-8	-15	-2	-3	-9	-6	-12	-6	1

# Some of the compounds tested. The share of hits here may be higher or lower than overall.
